Bioassay records deposited in PubChem BioAssay by several laboratories.
Ins promoter up: insulin promoter activators in MIN6 cells, imaging, high-content screening, mouse beta cells; MIN6 insulin promoter-GFP reporter; active compounds read high; z-score at 5 µM; hit rate 0.3% among 190,000; AID 1625, 2009;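 active means z-score above 3 at 5 µM with at least 500 cells counted in the well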
P. falciparum M17LAP: P. falciparum M17LAP inhibitors, primary screen, biochemical, fluorogenic H-Leu-NHMec substrate, 1536-well (AID 1619); recombinant M17LAP, H-Leu-NHMec fluorogenic kinetic assay; higher % means a stronger effect; inhibition, % at 30 µM; hits with a dose series show IC50 in µM; hit rate 0.38% among 220,000;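 active means compound inhibiting the enzyme by more than half at any dose during confirmatory dose-response retesting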;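 further: plate controls were full reaction with DMSO carrier for no effect and no enzyme background for full effect; strong numbers were not always called active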
Dynein cargo inh: inhibitors of GR-EGFP nuclear translocation, primary screen, dynein cargo transport inhibitor project, imaging, high-content, 3617.4 mouse cells; test concentration mostly 20 µM; stimulated with dexamethasone, 1 µM; active compounds read low; hit rate 0.47% among 220,000; z-score, hits read low; AID 1381, 2008;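 active means plate z-score of nuclear minus cytoplasmic receptor signal below a set negative limit, without overly bright fluorescence or cell loss, cut at about -3.5 in these data, passing the limit was not always enough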;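 further: z-score of nuclear minus cytoplasmic ring GR-EGFP intensity difference per well; some compounds called inactive have numbers as strong as hits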
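Medium: Induction medium lacking tetracycline, stripped serum | Probe or stimulus: 1.0 µM final dexamethasone stimulus | Schedule: 48 h induction, then 1 h compound, then 30 min agonist, 37 °C | Signal: Automated 10x imaging of fixed Hoechst-stained cells | Evaluation: Per-cell GR-EGFP intensity, nucleus versus surrounding cytoplasmic ring, well-averaged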
NOD1 inhibition: NOD1 signaling inhibitors, primary screen, cell-based, luminescence, uHTS (AID 1578); hit rate 1% among 290,000; inhibition, % at 4 µM, or EC50 in µM where a hit was titrated; NOD1-driven NF-kB luciferase reporter cells, luminescence; higher % means a stronger effect; in the data active means inhibition mostly above about 36%, no sharp cut-off; inactive means mostly below about 34%;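 further: HEK-293T reporter cells stimulated with the NOD1 agonist gamma-tri-DAP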
MT stabilizer: microtubule stabilizers in HeLa cells, primary screen, imaging, high-content imaging; HeLa tubulin immunostaining HCS, 24 h; share of cells brighter than vehicle mean+2SD; % tubulin-high responders, % at 10 µM; hit rate 0.83% among 200,000;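 active means plate Z-score above 3 for both tubulin-high and condensed-nucleus cell shares, with cell loss under 80%, at 10 µM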;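 further: anti alpha tubulin signal scored within the nucleus-defined area of each cell; some results filed as inactive read as strong as hits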
Autophagy HCS: autophagy modulators in MEF cells, primary screen, imaging, high-content, MEF GFP-LC3 | MEF GFP-LC3 puncta imaging; test concentration mostly 10 µM | calls only at 10 µM (by protocol) | hit rate 0.98% among 190,000 | AID 463193, 2010;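 active means percentage of spot-positive cells more than 3 SD above its plate mean, without a fluorescence outlier flag or 80% toxicity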;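 further: spot-positive cell cutoff set from DMSO-treated cells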
NOD2 inhibition: NOD2 signaling inhibitors, cell-based, luminescence, uHTS, HEK293 (AID 1566); hit rate 0.63% among 290,000; HEK293 NOD2/NF-kB luciferase reporter, luminescence; higher % means a stronger effect; one-dose inhibition, % at 4 µM; EC50 in µM for titrated hits; in the data active means inhibition above about 50%; further: many of its hits are not listed in these tables
b-catenin transl: modulators of beta-catenin nuclear translocation, primary screen, imaging, HeLa cells, immunofluorescence, high-content; hit rate 0.3% among 190,000; nuclear translocation activity, % at 5 µM;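 active means nuclear translocation activity above 50% at 5 µM, with a well cell count of 50 or more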;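 further: per-cell ratio of nuclear to cytoplasmic median beta-catenin stain intensity; plate controls were DMSO negative control for no effect and GSK-3 inhibitor IX positive control for full effect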
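System: Human HeLa cells, endogenous beta-catenin | Compound dosing: 5 µM primary, 0.02–20 µM confirmation | Timing: 24 h compound exposure at 37°C, 5% CO2 | Measured by: Fluorescence imaging of beta-catenin antibody stain plus DAPI | Read-out basis: % activation of per-cell nuclear versus cytoplasmic median beta-catenin signal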
Yfh1-depleted yeast: enhancers of respiration in Yfh1-depleted yeast, dose response, Friedreich's ataxia, plus single-dose screen (AID 1465) | S. cerevisiae Yfh1-off respiration, WST-1 reduction, 72 h; higher fold induction means a stronger effect | one-dose fold induction at 50 µM; EC50 in µM for titrated hits | hit rate 0.074% among 220,000;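 active means fold induction of absorbance versus untreated yeast above a set limit, then at least 30% activation at any dose in follow-up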;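 further: activators that raise dye reduction in frataxin-depleted yeast; strong numbers were not always called active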
Dynein cargo inh cytoplasmic EGFP: further read-out of Dynein cargo inh, marked with its call; z-score; measured here: cytoplasmic GR-EGFP intensity; active compounds read high
Dynein cargo inh nuclear GR-EGFP: recorded beside Dynein cargo inh, whose call it bears; z-score; measured here: nuclear GR-EGFP intensity;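 lower value marks the stronger effect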
Dynein cargo inh cell count: further read-out of Dynein cargo inh, marked with its call; z-score; measured here: cell count per field
Ins promoter up cell count: second read-out of Ins promoter up, no call of its own (marks repeat the call); cell count; measured here: cytotoxicity, nuclei count;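 total cells summed across four imaged fields per well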
b-catenin transl cell count 5 µM: further read-out of b-catenin transl, marked with its call; cell count; measured here: cell count, cytotoxicity flag
MT stabilizer Hoechst-high %: recorded beside MT stabilizer, whose call it bears; % Hoechst-high responders; measured here: nuclear condensation Hoechst responders;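 share of cells brighter than vehicle mean plus two SD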
MT stabilizer cytotoxicity %: further read-out of MT stabilizer, marked with its call; toxicity, %; measured here: cytotoxicity by cell density;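 0% = mean cell density of plate MIN control wells and 100% = no cells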
Autophagy HCS cell loss 18 h: recorded beside Autophagy HCS, whose call it bears; toxicity, %; measured here: cell loss, nuclei count;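 cell loss after 18 h compound exposure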
Starred values were filed as active, the others as inactive; i = inactive; nt = no result given; & = joins results of further samples.

compound	MT stabilizer	Ins promoter up cell count	Dynein cargo inh cytoplasmic EGFP	Ins promoter up	Autophagy HCS cell loss 18 h	Dynein cargo inh nuclear GR-EGFP	b-catenin transl	P. falciparum M17LAP	NOD1 inhibition	MT stabilizer Hoechst-high %	MT stabilizer cytotoxicity %	b-catenin transl cell count 5 µM	NOD2 inhibition	Yfh1-depleted yeast	Dynein cargo inh	Dynein cargo inh cell count	Autophagy HCS
CN(C(=O)COc1ccccc1)c1nc(-c2ccc(F)cc2)cs1	1.4	1296	-0.064	0.77	9	-0.055	-4.2	-2%	-29%	1.8	9.5	1156	-5%	i	0.063	0.057	i
CN1C(=O)NC(c2ccccc2)C2=C1CN(CCc1ccccc1)C2=O (stereo not given)	2.1	1571	-0.21	0.1	-1	-0.34	4.1	15%	-18%	1.3	4.5	1335	2%	i	-1	0.51	i
COc1c(OC(C)=O)ccc(/C=C/c2ccc3cccc(OCc4ccccc4)c3n2)c1[N+](=O)[O-]	0.8	1070	-0.3	-0.69	-9	-0.39	-1.2	-9%	46%	2.2	2.2	1239	-46%	i	-0.28	0.13	i
CC(C)COC(=O)C(C#N)c1nc2ccccc2nc1N1CCN(Cc2ccccc2)CC1 (stereo not given)	3.7	1104	1	-0.62	-7	-0.83	nt	-5%	-24%	1.7	2.0	nt	-8%	i	-0.99	1.1	i
O=C(CC(O)(c1ccccc1)C(F)(F)C(F)F)c1cccs1 (stereo not given)	2.9	1184	-0.29	0.12	0	-0.38	0.0	-3%	-25%	2.5	3.1	1160	-12%	i	-0.67	0.65	i
COc1cc(CNCc2ccccc2)cc(Cl)c1OC	2.3	1475	0.37	0.06	4	0.6	0.7	-8%	-29%	4.0	4.5	1492	-13%	i	0.52	-0.28	i
O=C(NCC1CCCO1)C1CCCCN1S(=O)(=O)c1ccc(F)cc1 (stereo not given)	4.6	1224	-0.27	0.28	6	0.39	nt	-3%	-17%	2.5	7.8	nt	-6%	i	-0.52	0.079	i
COc1cc(OC)cc(C(=O)NCc2n[nH]c(=S)n2-c2ccccc2OC)c1	4.4	1175	-0.23	0.03	-3	0.51	-2.5	4%	-20%	2.4	3.9	1190	7%	i	0.91	-0.99	i
COc1cc(OC)cc(C(=O)N2CCN(C(=O)c3ccc(-c4ccccc4)cc3)CC2)c1	3.1	1356	-0.26	-0.59	-1	0.52	0.6	11%	-32%	2.6	9.2	1555	2%	i	0.57	-0.63	i
COc1ccc(/C=N/NC(=O)C2c3ccccc3-c3ccccc32)cc1	3.7	1460	-0.3	-0.09	-17	-0.15	-0.8	-8%	-40%	4.2	1.8	1090	4%	i	-0.047	0.43	i
CN(C)C(=O)c1cc(C(=O)c2ccccc2Cl)c[nH]1	2.5	1525	-0.29	-0.08	17	0.83	-1.8	6%	-11%	2.7	5.3	818	-13%	i	0.38	-0.039	i
CN(C)CCCNC(=O)c1cc(C(=O)Cc2ccccc2)c[nH]1	2.4	1453	-0.28	0.08	-33	-0.045	0.0	0%	-16%	2.3	3.9	1595	22%	i	-0.1	0.2	i
O=S(=O)(c1ccccc1)c1ncc(C(F)(F)F)cc1O	3.4	1284	-0.082	0.12	0	-0.14	-3.8	7%	-25%	1.5	5.8	1128	9%	nt	-0.39	0.33	i
CCCNC(=O)NC(=O)COC(=O)c1ccc(S(=O)(=O)N(C)c2ccccc2OC)cc1	15*	1127	-0.32	1.4	4	1.4	-2.7	-8%	23%	50*	50*	1085	9%	i	1.7	-2.1	i
CCSc1nnc(NC(=O)CSc2nncc(=O)n2N)s1	1.8	1583	-0.25	0.66	-29	-0.27	1.9	-3%	-34%	0.9	2.5	992	-4%	i	-0.52	0.62	i

Three compounds already listed, ordered by the number in NOD1 inhibition, falling:
Molecule,NOD1 inhibition
CN(C)CCCNC(=O)c1cc(C(=O)Cc2ccccc2)c[nH]1,-16%
CN1C(=O)NC(c2ccccc2)C2=C1CN(CCc1ccccc1)C2=O (stereo not given),-18%
COc1cc(OC)cc(C(=O)NCc2n[nH]c(=S)n2-c2ccccc2OC)c1,-20%

Later entries:
compound	MT stabilizer	Ins promoter up cell count	Dynein cargo inh cytoplasmic EGFP	Ins promoter up	Autophagy HCS cell loss 18 h	Dynein cargo inh nuclear GR-EGFP	b-catenin transl	P. falciparum M17LAP	NOD1 inhibition	MT stabilizer Hoechst-high %	MT stabilizer cytotoxicity %	b-catenin transl cell count 5 µM	NOD2 inhibition	Yfh1-depleted yeast	Dynein cargo inh	Dynein cargo inh cell count	Autophagy HCS
CNC(=O)c1cccn1-c1ccsc1C(=O)OC	2.1	1493	-0.2	0.27	-1	0.19	0.9	8%	-22%	1.2	1.7	1351	4%	i	0.94	0.073	i
CCCn1cc(SCC(N)=O)c2ccccc21	nt	723	-0.84	0.53	nt	0.35	4.0	-1%	1%	nt	nt	996	-4%	i	-0.037	0.042	nt
O=C(COC(=O)CNC(=O)c1ccc(-c2ccccc2)cc1)NCc1ccco1	3.6	1307	0.12	0.04	-1	0.41	0.3	-1%	-28%	3.6	7.2	1099	-5%	i	0.081	-0.13	i
CC1(C(=O)CSc2nc3ccccc3[nH]2)CCC(=O)O1 (stereo not given)	3.1	1272	-0.21	0.54	-1	-0.17	-3.9	9%	-19%	1.0	2.9	1264	4%	i	-0.22	0.2	i
COc1cc(C(=O)Nc2nccs2)c(Br)c(OC)c1OC	2.8	1194	-0.27	-0.12	-1	-0.34	nt	-7%	nt	2.8	19	nt	-5%	i	-0.73	-0.29	i
CCOC(=O)C1=C(C)NC(=O)NC1c1cccnc1 (stereo not given)	3.8	869	-0.37	1.4	5	0.43	1.3	8%	13%	3.1	11	1216	6%	i	0.18	-0.081	i
CN1C(C(=O)Nc2ccccn2)=C(O)c2ccccc2S1(=O)=O	2.4	1446	-0.12	-0.04	19	0.048	-0.8&0.1	25%&1%	-63%&5%	2.1	9.5	634&1045	-17%&-16%	i	-0.31	0.86	i
O=C(Cn1cnc2c(oc3ccccc32)c1=O)NCc1ccco1	3.7	1659	-0.19	1.2	0	0.55	-0.6	3%	-8%	2.1	3.0	1376	-6%	i	1.1	-1.7	i
CCOc1cc(C2C3=C(CCCC3=O)OC3=C2C(=O)CCC3)cc([N+](=O)[O-])c1O	3.3	1525	-0.14	1.3	19	0.15	-1.0	15%	-1%	3.4	6.6	1503	17%	i	0.31	0.42	i
CCOc1ccc(C(=O)Nc2ccccc2N2CCCC2)cc1	2.3	1491	0.11	0	-7	0.54	-1.4	8%	8%	1.6	1.4	1353	6%	i	0.25	-1.2	i
Cc1ccc(Cl)cc1NC1=NC(=S)N(C(C)C)C12CCCCC2	1.8	nt	-0.21	nt	6	-0.034	2.2	4%	-21%	2.0	9.3	1053	12%	i	-0.22	-0.54	i
O=C(Cn1nc(C(F)(F)F)c2c1CCC2)N1CCN(c2ccccc2)CC1	2.4	1187	-0.05	0.71	-12	1.1	0.7	-1%	-11%	2.4	22	1221	-21%	i	0.84	-1.1	i
CCOC(=O)N1CCN(C(=O)CSc2ccc3nnc(CCNC(=O)c4ccccc4)n3n2)CC1	4.1	1303	-0.28	-0.93	9	0.66	-0.9	-1%	-16%	1.9	5.9	1062	19%	i	0.31	0.11	i
O=C(O)c1cccc(N2C(=O)CSC2c2c(F)cccc2Cl)c1 (stereo not given)	19	1238	-0.24	-0.35	3	1.3	-3.4	7%	-9%	7.3	97	607	15%	i	1.7	-0.58	i
COc1ccccc1NC(C)=O	3.1	1278	-0.12	-0.13	14	1.2	-4.8	0%	-4%	2.4	9.3	846	19%	i	0.6	-0.22	i

Additional structures:
compound	MT stabilizer	Ins promoter up cell count	Dynein cargo inh cytoplasmic EGFP	Ins promoter up	Autophagy HCS cell loss 18 h	Dynein cargo inh nuclear GR-EGFP	b-catenin transl	P. falciparum M17LAP	NOD1 inhibition	MT stabilizer Hoechst-high %	MT stabilizer cytotoxicity %	b-catenin transl cell count 5 µM	NOD2 inhibition	Yfh1-depleted yeast	Dynein cargo inh	Dynein cargo inh cell count	Autophagy HCS
CC(=O)Nc1ccc(C(=O)NC(CC(=O)O)c2ccc(Cl)cc2)cc1 (stereo not given)	1.0	nt	0.17	nt	-9	0.36	-3.4	5%	-7%	1.1	7.5	987	4%	i	0.7	-0.67	i
N#C/C(C(=O)NCc1ccco1)=C1/SC(Cc2ccc(F)cc2)C(=O)N1c1ccccc1 (stereo not given)	2.4	1875	-0.12	-0.17	-1	0.57	0.7	20%	-3%	1.6	2.9	1032	14%	i	0.39	0.14	i
CCC(C)(C(=O)NC1CCCC1)N(C)C(=O)Cc1c[nH]c2ccccc12 (stereo not given)	2.8	1206	-0.28	0	2	-0.28	-2.4	-1%	-16%	0.9	1.3	1097	15%	i	-0.53	0.22	i
O=C(O)/C=C/C(=O)Nc1ccc(F)cc1F	3.3	1679	-0.24	-0.28	23	-0.17	-1.1	14%	9%	1.6	2.5	1259	17%	i	0.49	1	i
O=C(CNC(=O)C12CC3CC(CC(C3)C1)C2)N1CCN(S(=O)(=O)/C=C/c2ccccc2)CC1	7.4	1474	-0.18	0.43	14	-0.39	-0.2	-16%	11%	2.6	11	1006	24%	i	-0.44	0.59	i
Cc1ccc(C2CC(C(F)(F)F)n3nc(C(=O)NCc4ccco4)cc3N2)cc1 (stereo not given)	3.4	1102	0.2	0.68	5	-0.16	6.3	1%	-6%	2.5	11	1131	-2%	i	-0.23	0.13	i

The list is partial (hit frequency here may not be typical).
